Screening results as filed in PubChem BioAssay.
ASM inhibitor = Inhibitors of Secretory Acid Sphingomyelinase (S-ASM): qHTS | Sphingomyelin phosphodiesterase (Homo sapiens), P17405 | Potency, µM (series often up to 57.5 µM), inactives show at the highest dose activity change, negative = inhibition, most hits filed as inhibitors | placental ASM, HMU-PC fluorogenic substrate, 60 min | 0.006% of 340,000 active; further: potency means the concentration at half of the fitted maximal effect
Target sequence (P17405 47-631 limits assumed): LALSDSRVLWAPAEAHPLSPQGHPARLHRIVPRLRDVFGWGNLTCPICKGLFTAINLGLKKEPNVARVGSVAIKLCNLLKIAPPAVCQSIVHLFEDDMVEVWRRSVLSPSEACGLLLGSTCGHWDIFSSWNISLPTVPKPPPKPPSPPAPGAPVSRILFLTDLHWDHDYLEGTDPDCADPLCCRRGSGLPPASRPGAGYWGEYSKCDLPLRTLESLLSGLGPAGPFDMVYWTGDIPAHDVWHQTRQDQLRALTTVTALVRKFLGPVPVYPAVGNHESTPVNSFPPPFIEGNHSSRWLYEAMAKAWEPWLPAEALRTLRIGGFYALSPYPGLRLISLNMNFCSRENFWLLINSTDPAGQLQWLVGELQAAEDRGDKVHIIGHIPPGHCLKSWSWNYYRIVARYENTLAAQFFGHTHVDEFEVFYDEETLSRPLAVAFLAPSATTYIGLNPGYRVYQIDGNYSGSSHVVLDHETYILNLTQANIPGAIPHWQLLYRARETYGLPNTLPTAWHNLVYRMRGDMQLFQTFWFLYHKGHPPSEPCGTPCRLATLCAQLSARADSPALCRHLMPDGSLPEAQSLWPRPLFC
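Human placenta-derived ASM enzyme was preincubated with compound for 10 minutes at room temperature, then given fluorogenic substrate HMU-PC0 (9 uM final) for 60 minutes at 37 °C; a pH 10 stop preceded fluorescence reading at Ex 386/Em 447 nm.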
Chronic BCR inh = qHTS Assay to Find Inhibitors of Chronic Active B-Cell Receptor Signaling | Potency, µM (doses to about 46.1 µM), for the others: at the top dose ratio change, negative = lower green/red ratio, usual class: inhibitors | ABC-DLBCL IkBa-CBG/CBR reporter, luminescence ratio, 4 h | 0.05% of 340,000 active | AID 493014, 2011; active means well fitted inhibition curve with a large enough effect in the signal ratio, with a control signal flat, not every such curve was filed as active; inconclusive means small, poorly fitted or top-dose-only effect, or effect the other way, or a change in a side signal; the % refers to the signal ratio;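 further: potency means the concentration at half of the fitted maximal effect; plate controls were basal doxycycline-induced cells for no effect and cells given 10 µM MG132 for full effect; MG132 reads +100%, hits lower the ratio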
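Compounds up to 46 uM were incubated four hours with TMD8 cells whose green CBG68 luciferase is fused to IkappaBalpha; red CBR luminescence normalised the signal, and concentration-effect curves were fitted to fusion, red and ratio data.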
MBNL1-CUG inh = qHTS Assay for Inhibitors of MBNL1-poly(CUG) RNA binding; AID 2675, 2010; Potency, µM (titrated, usually from 57.5 µM), inactives show top-dose activity change, negative = inhibition, actives largely listed as inhibitors; 0.036% of 280,000 active; TR-FRET MBNL1-His/biotin-(CUG)12 binding, 665/545 ratio; Muscleblind-like protein 1 (Homo sapiens), Q9NR56; active means well fitted inhibition curve with a large enough effect in the signal ratio, with a control signal flat, not every such curve was filed as active; inconclusive means small, poorly fitted or top-dose-only effect, or effect the other way, or a change in a side signal; inactive means no such curve, though single readings can be large or run the other way; the % refers to the signal ratio; further: potency means the concentration at half of the fitted maximal effect; on the % scale 0 is the no-effect control and ±100 the full control effect
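TR-FRET readout: Ex 340 nm, 665/545 nm emission ratio, normalized to buffer-only (basal) and MBNL1-(CUG)12 controls. Complex of MBNL1-His with Biotin-(CUG)12, compounds 92 nM–58 uM, incubated 60 min at room temperature.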
Menin-MLL TR inh = qHTS Assay for Inhibitors Targeting the Menin-MLL Interaction in MLL Related Leukemias: Competition With Texas Red Labeled MLL-derived Mutant Peptide; O00255; Menin + Texas Red MLL mutant peptide, fluorescence polarization; Potency, µM (doses to about 61.6 µM), for inactives: top-dose FP activity change, negative = inhibition, hits mostly inhibitors; 0.23% of 270,000 active; active means well fitted inhibition curve with a large enough effect in the polarisation, with a control signal flat, not every such curve was filed as active; inconclusive means small, poorly fitted or top-dose-only effect, or effect the other way, or a change in a side signal; inactive means no such curve, though single readings can be large or run the other way; the % refers to the polarisation; further: potency means the concentration at half of the fitted maximal effect; % of control where 0% means no effect; many of its hits are not listed in these tables
GALK inhibitor = qHTS Assay for Inhibitors of Human Galactokinase (GALK). P51570. Purified GALK, Kinase-Glo residual ATP luminescence. Potency, µM (titrated, usually from 57.5 µM), inactives show at the top dose activity change, negative = inhibition, usual class: inhibitors. 0.007% of 270,000 active. AID 1868, 2009; further: potency means the concentration at half of the fitted maximal effect; on the % scale 0 is the no-effect control and ±100 the full control effect
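Kinase-Glo Plus luminescence measured ATP left after a 1 h room-temperature reaction. The reaction used 5 nM GALK, 100 uM galactose and 35 uM ATP at pH 8.0 (20 mM HEPES, 5 mM MgCl2, 60 mM NaCl, 1 mM DTT, 0.01% BSA).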
Eya2 phos inh = qHTS Assay for Inhibitors of the Phosphatase Activity of Eya2; 0.006% of 330,000 active; recombinant Eya2, OMFP fluorescence dephosphorylation (OMFP is methylfluorescein phosphate); AID 488837, 2010; Potency, µM (doses to about 76.9 µM), inactives show at the highest dose activity, negative = inhibition, actives largely listed as inhibitors; further: potency means the concentration at half of the fitted maximal effect; on the % scale 0 is the no-effect control and ±100 the full control effect
Target sequence (O00167 whole entry, looked up): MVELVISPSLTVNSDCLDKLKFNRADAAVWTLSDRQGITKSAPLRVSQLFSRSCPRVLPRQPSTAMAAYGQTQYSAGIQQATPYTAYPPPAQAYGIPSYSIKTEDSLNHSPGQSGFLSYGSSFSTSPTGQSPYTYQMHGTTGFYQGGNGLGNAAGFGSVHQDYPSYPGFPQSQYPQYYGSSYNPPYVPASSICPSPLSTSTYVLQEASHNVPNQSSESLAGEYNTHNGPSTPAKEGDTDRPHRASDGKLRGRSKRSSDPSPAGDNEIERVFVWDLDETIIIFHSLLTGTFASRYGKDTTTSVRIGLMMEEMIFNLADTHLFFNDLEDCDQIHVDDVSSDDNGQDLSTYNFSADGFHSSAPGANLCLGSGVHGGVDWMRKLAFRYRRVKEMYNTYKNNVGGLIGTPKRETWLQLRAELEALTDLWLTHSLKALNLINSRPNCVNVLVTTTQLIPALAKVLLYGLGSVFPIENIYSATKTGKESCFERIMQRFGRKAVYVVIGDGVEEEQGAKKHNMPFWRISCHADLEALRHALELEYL
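Eya2 protein (added as 0.2 uM solution) was preincubated with compound for 10 min at ambient temperature in 50 mM HEPES pH 7.5, 50 mM NaCl, 5 uM MgCl2, 0.05% BSA, 1 mM DTT. OMFP (added at 50 uM) then reacted 10 min; fluorescence read at 485/525 nm.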
USP2a block = qHTS Assay for Inhibitors of Ubiquitin-specific Protease USP2a Using CHOP2 as the Reporter | Ubiquitin carboxyl-terminal hydrolase 2 (Homo sapiens), O75604 | USP2 core, Ub-CHOP2 coupled fluorogenic reporter, 485/531 | Potency, µM (highest dose often 38.3 µM), inactives show top-dose activity change, negative = inhibition, hits mostly inhibitors | 0.01% of 330,000 active;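 further: potency means the concentration at half of the fitted maximal effect; plate controls were DMSO wells for no effect and full inhibition by NEM control for full effect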
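USP2 core (10nM final) preincubated 30min RT with compound in 20mM Tris-HCl pH 8.0, 2mM CaCl2, 2mM beta-mercaptoethanol, 0.05% CHAPS; 25nM Ub-CHOP2 plus 25nM reporter substrate added, fluorescence (Ex485/Em531) read after 60min.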
TSHR antagonist = Antagonists of the Thyroid Stimulating Hormone Receptor: HTS campaign | Thyrotropin receptor (Homo sapiens), P16473 | TSHR-expressing cells, TSH-stimulated cAMP HTRF, 2 h; stronger effect = lower value | activity change, negative = inhibition, % at 11.5 µM | 0.2% of 330,000 active;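 active means activity change below a set negative limit, meaning inhibition stronger than a set level, cut at about -70% in these data; inconclusive means activity change between two set negative limits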; further: on the % scale 0 is the no-effect control and ±100 the full control effect
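Read-out is FRET at 665 nm (cryptate excitation 337 nm) from a cryptate-tagged anti-cAMP antibody, competed by cell cAMP against cAMP-d2. Compounds are tested on freshly harvested TSHR cells challenged with 4nM TSH (EC80) for 2 hours at 37 deg C.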
KCNH2 WT inh = qHTS for Inhibitors of KCHN2 3.1: Wildtype qHTS; U2OS, BacMam KCNH2, thallium flux FluxOr; stronger effect = lower value; activity change, % at 1.84 µM; 0.37% of 340,000 active;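 active means maximum activity change below -70%; inconclusive means maximum activity change between -70% and -50%; inactive means maximum activity change above -50%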; further: on the % scale 0 is the no-effect control and ±100 the full control effect
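U2OS cells transduced with wild-type KCNH2 virus are loaded with FluxOr dye for 45 min, and thallium flux is measured in kinetic reads before and after stimulation buffer. Rate constants are normalized to DMSO controls.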
Mito fusion yeast = qHTS Assay for Small Molecule Inhibitors of Mitochondrial Division or Activators of Mitochondrial Fusion; S. cerevisiae fusion-defective mutant growth rescue, CellTiterGlo 48 h; Potency, µM (doses to about 46.1 µM), for the others: top-dose growth rescue (activation), most hits filed as activators; 0.23% of 320,000 active;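 further: potency means the concentration at half of the fitted maximal effect; % of control where 0% means no effect; nearly all actives have a fitted effect of over 45% in size; temperature-sensitive fusion mutants such as fzo1-1 at 37 °C on non-fermentable ethanol glycerol medium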
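Growth-rescue viability read-out: after 48 h at the non-permissive 37C in glycerol/ethanol YPEG, yeast mitochondrial fusion mutants are measured by CellTiterGlo luminescence; compounds (23 nl pinned per well) restoring growth score as division inhibitors or fusion activators.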
PKM2 activator = qHTS Assay for Activators of Human Muscle isoform 2 Pyruvate Kinase; Pyruvate kinase PKM (Homo sapiens), P14618; Potency, µM (series often up to 57.5 µM), inactives show at the highest dose activation, hits mostly activators; purified PKM2, Kinase-Glo ATP luminescence, activation; response scale: 0% is enzyme alone, no compound; AID 1631, 2009; 0.34% of 260,000 active; further: potency means the concentration at half of the fitted maximal effect; on the % scale 0 is the no-effect control and ±100 the full control effect; nearly all actives have a fitted effect of over 55% in size
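Purified hPK-M2 (>95%) run at intermediate activity with 0.1 mM ADP and 0.5 mM PEP in 50 mM imidazole pH 7.2, KCl, MgCl2; 1 h room temperature. ATP formed read by Kinase-Glo luminescence; normalized to uninhibited and no-enzyme controls.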
Active calls of the source: *; [ ] = remark or other dose. Unless noted, the call rests on the fitted dose curve; in most records, active means well fitted curve in the direction sought with a large enough effect; inconclusive means small, poorly fitted or top-dose-only effect, or another doubt; inactive means no such curve, though single readings can be large; an effect the other way counts as inactive or inconclusive. These rows are one share of the data; rates above refer to the full screens.

Results for c1ccc(CCNCC2COc3ccccc3O2)cc1 (stereo unspecified) ?
ASM inhibitor: -1%; Chronic BCR inh: inconclusive; MBNL1-CUG inh: 0%; Menin-MLL TR inh: -8%; GALK inhibitor: -2%; Eya2 phos inh: 9%; USP2a block: 1%; TSHR antagonist: -5; KCNH2 WT inh: 22; Mito fusion yeast: -9%

How did Cc1cc(S(=O)(=O)/N=C(\N)c2ccc(C(N)=O)cc2)cc(C)c1F do in these assays?
ASM inhibitor: 1%; Chronic BCR inh: -1%; MBNL1-CUG inh: -2%; Menin-MLL TR inh: -2%; GALK inhibitor: 1%; Eya2 phos inh: -6%; USP2a block: 0%; TSHR antagonist: -5; KCNH2 WT inh: -15; Mito fusion yeast: 0%

How did COc1ccc(C2C(C(=O)NCc3ccccn3)CCC(=O)N2c2cc(OC)c(OC)c(OC)c2)cc1 (stereo unspecified) do in these assays?
ASM inhibitor: -1%; Chronic BCR inh: inconclusive; MBNL1-CUG inh: -10%; Menin-MLL TR inh: 4%; GALK inhibitor: 2%; Eya2 phos inh: 5%; USP2a block: 2%; TSHR antagonist: 3; KCNH2 WT inh: -6; Mito fusion yeast: 1%; PKM2 activator: 6%

Results for O=C1C2C3C=CC(C3)C2C(=O)N1CNc1ccc(O)cc1 (stereo unspecified) ?
Chronic BCR inh: -5%; MBNL1-CUG inh: inconclusive; Menin-MLL TR inh: inconclusive; GALK inhibitor: 5%; Eya2 phos inh: 2%; USP2a block: -1%; TSHR antagonist: -10; Mito fusion yeast: 2%; PKM2 activator: 11%

What do the screens show for `COc1ccccc1NS(=O)(=O)c1ccc(N2CCOCC2)c(N)c1`?
ASM inhibitor: 1%; Chronic BCR inh: -10%; Eya2 phos inh: -2%; USP2a block: 3%; TSHR antagonist: 8; KCNH2 WT inh: -1

What do the screens show for `CC(C)Sc1ncc(S(=O)(=O)c2ccccc2)c(=O)[nH]1`?
ASM inhibitor: 1%; Chronic BCR inh: 0%; MBNL1-CUG inh: 1%; Menin-MLL TR inh: 4%; GALK inhibitor: -3%; Eya2 phos inh: -28%; USP2a block: 3%; TSHR antagonist: 10; KCNH2 WT inh: 9; Mito fusion yeast: 7%; PKM2 activator: 0%

What do the screens show for `CCOP1(=O)OCC2OC(n3cnc4c(N)ncnc43)C(O)C2O1` (stereo unspecified)?
ASM inhibitor: -3%; Chronic BCR inh: -1%; MBNL1-CUG inh: 3%; Eya2 phos inh: 7%; USP2a block: 0%; TSHR antagonist: 65; KCNH2 WT inh: -8; Mito fusion yeast: -2%; PKM2 activator: -2%

Results for O=C(NN1C(=O)C2C(C1=O)C1C=CC2C12CC2)c1ccc(Cl)cc1 (stereo unspecified) ?
ASM inhibitor: -2%; Chronic BCR inh: 17%; GALK inhibitor: -2%; Eya2 phos inh: 20%; USP2a block: 9%; TSHR antagonist: -9; KCNH2 WT inh: -1; Mito fusion yeast: -1%; PKM2 activator: -1%

What do the screens show for `C/C(=N\S(=O)(=O)c1ccc(C)cc1)NC(=S)Nc1ccc(C)cc1`?
ASM inhibitor: -3%; Chronic BCR inh: -16%; MBNL1-CUG inh: -7%; Menin-MLL TR inh: 5%; GALK inhibitor: 13%; Eya2 phos inh: -2%; USP2a block: -1%; TSHR antagonist: 24; KCNH2 WT inh: -3; Mito fusion yeast: -1%; PKM2 activator: 9%

What do the screens show for `CC1CN(CCc2ccccc2)c2nc3c(c(=O)n(CC(N)=O)c(=O)n3C)n2C1` (stereo unspecified)?
ASM inhibitor: 6%; Chronic BCR inh: 3%; MBNL1-CUG inh: -2%; Menin-MLL TR inh: 2%; GALK inhibitor: -1%; Eya2 phos inh: 5%; USP2a block: 0%; TSHR antagonist: 27; KCNH2 WT inh: 5; Mito fusion yeast: 14%; PKM2 activator: -1%

What do the screens show for `CN(CC(=O)N1CCN(c2ccccc2)CC1)C1CCCc2ccccc21` (stereo unspecified)?
ASM inhibitor: 5%; Chronic BCR inh: -2%; MBNL1-CUG inh: -4%; Menin-MLL TR inh: -19%; GALK inhibitor: -1%; Eya2 phos inh: 2%; USP2a block: -3%; TSHR antagonist: 6; KCNH2 WT inh: -11; Mito fusion yeast: -7%; PKM2 activator: -2%

Results for CCNC(=O)C1CC(=O)N(CCCc2ccccc2)C(=Nc2ccccc2)S1 (stereo unspecified) ?
ASM inhibitor: 0%; Chronic BCR inh: 0%; MBNL1-CUG inh: 2%; GALK inhibitor: 0%; Eya2 phos inh: 16%; USP2a block: 7%; TSHR antagonist: 2; KCNH2 WT inh: -8; Mito fusion yeast: -1%; PKM2 activator: 5%

Results for Cc1ccc(OCC(=O)NNC(=O)c2ccc(-n3cncn3)c([N+](=O)[O-])c2)cc1 ?
ASM inhibitor: -3%; Chronic BCR inh: 3%; Eya2 phos inh: 4%; USP2a block: 3%; TSHR antagonist: -1; KCNH2 WT inh: 12; Mito fusion yeast: 2%

What do the screens show for `CC(CCCC(C)(C)O)NC(=O)c1ccc2oc(CCc3ccccc3)nc2c1` (stereo unspecified)?
ASM inhibitor: 6%; Chronic BCR inh: 0%; MBNL1-CUG inh: 3%; Menin-MLL TR inh: 3%; GALK inhibitor: 5%; Eya2 phos inh: -9%; USP2a block: 1%; TSHR antagonist: -7; KCNH2 WT inh: -1; Mito fusion yeast: 3%; PKM2 activator: 0%

How did CCCCn1c(N)c(N(C(=O)CSc2nnnn2-c2ccccc2)C2CCCC2)c(=O)[nH]c1=O do in these assays?
ASM inhibitor: 0%; Chronic BCR inh: inconclusive; Eya2 phos inh: -21%; USP2a block: 4%; TSHR antagonist: 30; KCNH2 WT inh: 1; Mito fusion yeast: 1%

What do the screens show for `N#C/C(=C\c1ccc(OCc2ccc(C(=O)O)cc2)cc1)C(=O)NCc1ccccc1`?
ASM inhibitor: -3%; Chronic BCR inh: -1%; MBNL1-CUG inh: 10%; Menin-MLL TR inh: 43%[activator]; GALK inhibitor: -10%; Eya2 phos inh: inconclusive; USP2a block: 0%; TSHR antagonist: -36; KCNH2 WT inh: 1; Mito fusion yeast: 7%; PKM2 activator: -9%

Results for Cc1ccc(C)c(S(=O)(=O)N2CCN(C(=O)c3cccnc3)CC2)c1 ?
ASM inhibitor: 4%; Chronic BCR inh: 0%; MBNL1-CUG inh: -1%; Menin-MLL TR inh: 0%; GALK inhibitor: 0%; Eya2 phos inh: -15%; USP2a block: 4%; TSHR antagonist: -2; KCNH2 WT inh: -8; Mito fusion yeast: -1%; PKM2 activator: 9%

Results for c1ccc(-n2cnc3cc(NCc4ccccn4)ccc32)cc1 ?
ASM inhibitor: 6%; Chronic BCR inh: inconclusive; MBNL1-CUG inh: 9%; Menin-MLL TR inh: -18%; GALK inhibitor: -1%; Eya2 phos inh: 7%; USP2a block: -1%; TSHR antagonist: -6; KCNH2 WT inh: 2; Mito fusion yeast: 12%; PKM2 activator: 0%

How did O=C(N/N=C/c1cccc([N+](=O)[O-])c1)c1c[nH]c2ccccc12 do in these assays?
ASM inhibitor: -5%; Chronic BCR inh: inconclusive; MBNL1-CUG inh: inconclusive; GALK inhibitor: -1%; Eya2 phos inh: -30%; USP2a block: -1%; TSHR antagonist: -2; KCNH2 WT inh: 1; Mito fusion yeast: 0%; PKM2 activator: 5%

How did Cc1nn(-c2ccccc2)c(N2CCCCC2)c1/C=N/NC(=O)c1ccncc1 do in these assays?
ASM inhibitor: 0%; Chronic BCR inh: 2%; MBNL1-CUG inh: -8%; Menin-MLL TR inh: -8%; GALK inhibitor: 0%; Eya2 phos inh: -2%; USP2a block: -3%; TSHR antagonist: -4; KCNH2 WT inh: -4; Mito fusion yeast: 0%; PKM2 activator: -2%
